# Source: PubChem BioAssay
# MITF primary: MITF inhibitors, primary screen, biochemical, AlphaScreen, human; Microphthalmia-associated transcription factor (Homo sapiens), O75030; inhibition, % at 2.6 µM; actives 0.91% (n = 650,000); AlphaScreen MITF homodimerization, bead proximity signal; in the data active means inhibition above about 50%;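 further: 0% = vehicle wells with protein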
# Target sequence (O75030 whole entry, looked up): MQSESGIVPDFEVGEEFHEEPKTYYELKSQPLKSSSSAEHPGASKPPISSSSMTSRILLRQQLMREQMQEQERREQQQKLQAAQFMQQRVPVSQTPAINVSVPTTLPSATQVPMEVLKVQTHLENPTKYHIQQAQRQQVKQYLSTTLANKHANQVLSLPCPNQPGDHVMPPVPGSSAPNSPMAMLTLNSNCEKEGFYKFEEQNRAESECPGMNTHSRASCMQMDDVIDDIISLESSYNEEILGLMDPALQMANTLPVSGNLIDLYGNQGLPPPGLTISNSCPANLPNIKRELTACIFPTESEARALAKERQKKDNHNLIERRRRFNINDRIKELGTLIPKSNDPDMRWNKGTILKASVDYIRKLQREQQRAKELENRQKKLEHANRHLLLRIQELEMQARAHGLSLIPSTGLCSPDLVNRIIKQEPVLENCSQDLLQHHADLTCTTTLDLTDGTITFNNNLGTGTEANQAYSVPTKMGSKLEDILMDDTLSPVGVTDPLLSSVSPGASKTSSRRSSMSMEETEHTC
# TEAD-YAP block: TEAD-YAP interaction inhibition, primary screen, TEAD-YAP interaction inhibitor project, luminescence, HEK-TIYL cells; TEAD-Gal4/YAP UAS-luciferase luminescence; inhibition, % at 9.12 µM; actives 1.4% (n = 640,000); in the data active means inhibition above about 32%;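 further: 0% = median of test compound wells and 100% = reference inhibitor wells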
# FBW7 activator: FBW7 E3 ligase activators, primary screen, biochemical, AlphaScreen, human | F-box/WD repeat-containing protein 7 (Homo sapiens), Q969H0 | AlphaScreen FBW7–phospho-cyclin E peptide binding, activator screen | normalized activity (activation), % at 26.1 µM | actives 0.13% (n = 650,000); in the data active means normalized activity above about 1.9%;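 further: purified mutant Fbw7 with reduced substrate affinity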
# GPR151 ag: activators of human GPR151, primary screen, cell-based, PathHunter beta-arrestin, luminescence. PathHunter beta-arrestin GPR151 cells. actives 1% (n = 650,000). G-protein coupled receptor 151 (Homo sapiens), Q8TDV0. activation, % at 11.2 µM; in the data active means activation above about 4.9%;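 further: 0% = median of compound wells and 100% = cells with positive control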
# Target sequence (Q8TDV0 whole entry, looked up): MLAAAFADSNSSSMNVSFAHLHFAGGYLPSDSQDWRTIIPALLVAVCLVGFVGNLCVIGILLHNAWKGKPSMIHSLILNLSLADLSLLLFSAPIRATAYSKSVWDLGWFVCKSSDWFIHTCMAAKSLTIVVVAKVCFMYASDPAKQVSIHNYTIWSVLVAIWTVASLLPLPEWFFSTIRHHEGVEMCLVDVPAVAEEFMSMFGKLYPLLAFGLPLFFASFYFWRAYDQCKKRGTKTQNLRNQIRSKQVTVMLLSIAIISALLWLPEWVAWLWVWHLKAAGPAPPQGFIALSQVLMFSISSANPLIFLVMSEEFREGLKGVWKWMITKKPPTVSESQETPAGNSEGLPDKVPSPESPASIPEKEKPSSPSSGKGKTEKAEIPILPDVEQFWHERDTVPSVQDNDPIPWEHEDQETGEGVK
# * marks the source's active call; other numbers are inactive results; & = joins results of further samples.
molecule,MITF primary,TEAD-YAP block,FBW7 activator,GPR151 ag
CS(=O)(=O)c1ccc(C(=O)N(CC2CC2)C2CCN(CCc3cccs3)CC2)cc1,10,2,0.1,0.8
COCCNS(=O)(=O)c1ccc(Cl)c(Cl)c1OC,-7,0,0.1,-2.1
OC1CCC(Nc2nc(Nc3ccc4c(c3)OCO4)c3ncn(Cc4ccc(C(F)(F)F)cc4)c3n2)CC1 (stereo not given),8,-12,0.2,-1.6
CCS(=O)(=O)c1ncc(Cl)c(C(=O)Nc2nnc(SC)s2)n1,3,-3,-0.2,2.2
N#Cc1c(-c2ccc(F)cc2)cc(-c2ccccc2)nc1SCCOc1ccccc1,8,9,0.1,-0.1
Cc1[nH]c(=O)[nH]c(=O)c1S(=O)(=O)Nc1cccc([N+](=O)[O-])c1C,6,3,0.6,-0.3
O=C(NCc1nc2ccccc2[nH]1)c1csc(Nc2ccccn2)n1,-6,0,-0.4,0.8
NNC(=O)COc1ccc2c(c1Br)CCCC2,4,8,0.0,0.1
CCOC(=O)c1ccc(C(=O)NN2C(=O)C3CCCCC3C2=O)cc1 (stereo not given),13,-1,0.6,0.6
COC(=O)CN(c1ccc2c(c1)OCCO2)S(C)(=O)=O,9,-5,0.1,-2.1
CCOC(=O)C1CSC(c2ccc(OC)c(OC)c2)N1 (stereo not given),4,-13,0.5,1.6
CCNc1nc(NCc2cccnc2)c2ncn(C(C)C)c2n1,5,0,-0.1,-0.7
CCOC(=O)C1=C(N)OC2=C(C(=O)CC(c3ccccc3)C2)C1c1cccs1 (stereo not given),-5,-2,-0.2,0.9
O=[N+]([O-])c1ccc2nc(Sc3nc4ccccc4[nH]3)sc2c1,-11,32,-0.1,2.8
O=C(NCCc1ccccc1)C1CCC(Cn2c(SCc3ccc(Cl)cc3)nc3ccccc3c2=O)CC1 (stereo not given),-7,6,0.0,0.0
CCOC(=O)C1=C(C)NC2=C(C(=O)CC(C)(C)C2)C1c1cccc(I)c1 (stereo not given),13,10,0.6,-0.9
CCC(=O)Nc1nnc(-c2ccc(Cl)s2)o1,18,-3,-0.1,2.4
C/C(CC(=O)Nc1ccccc1-c1ccccc1)=N\NC(=O)C(=O)Nc1ccccc1C,-3,-5,0.0,-0.6
CC1=C(C#N)C(NC(=O)C(C)(C)C)(C(F)(F)F)C(=O)N1 (stereo not given),4,-2,0.0,1.0
O=C(NCCSc1ccccn1)c1ccc([N+](=O)[O-])cc1,6,-56,0.8,-0.6
Cc1cc(NC(=O)CN2C(=O)c3ccccc3S2(=O)=O)ccc1Br,-1,2,-0.3,-0.6
COCCNC(=O)c1cc2c(n(-c3ccc(C)cc3)c1=O)CCCC2=O,-3,1,-0.1,-0.3
COCCC(=O)N1CCCC(C(=O)Nc2cccc(-n3cnnn3)c2)C1 (stereo not given),6,-1,0.3,-0.4
Cc1cccn2c(=O)c(/C=C3\SC(=S)N(C)C3=O)c(NC(C)c3ccccc3)nc12 (stereo not given),-6,3,0.2,-0.6
COc1cccc(OCc2nc3ccccc3[nH]2)c1,11,-42,-0.2,-5.8
C=CCn1c(SCC(=O)Nc2c(Cl)cccc2Cl)nc2sc3c(c2c1=O)CCCC3,2,1,0.2,-0.7
O=C(N1CCCC1)N1CCC(n2nnc3cc(F)ccc32)CC1,-6,14,-0.1,2.6
CCCCn1c(CNC(=O)c2cccs2)nnc1SC(C)C(=O)Nc1sc2c(c1C(=O)OCC)CCC2 (stereo not given),-4,-7,0.5,-0.7
CC1=NN(c2ccccc2)C(=O)C1N=Nc1ccc(N(C)C)cc1 (stereo not given),6,-6,-0.3,-0.7
Cc1ccc2nc(Nc3ccccc3)c3nncn3c2c1,-1,-1,0.2,0.5
Cc1ccc(CSc2ccc(C(=O)NNC(=O)c3ccncc3)cc2[N+](=O)[O-])cc1,-8,0,0.1,0.6
CCN(CC)c1ccc(C(=O)Nc2ncc(S(=O)(=O)c3ccc([N+](=O)[O-])cc3)s2)cc1,18,0,0.1,-1.7
CCCc1cc(=O)[nH]c(SCC(=O)c2cc(C)n(C(C)COC)c2C)n1 (stereo not given),-14,5,-0.2,3.1
COc1nc(F)c(F)c(Oc2ccc(C(C)=O)cc2)c1F,10,1,0.2,-0.1
CCN(CC)C(=O)C1CCCN(c2nc(NC3CC3)c3ncn(C(C)C)c3n2)C1 (stereo not given),3,15,0.3,-0.8
COc1cc(/C=N/NC(=O)COc2ccc(C(C)(C)C)cc2)cc(OC)c1O,15,-5,0.3,0.3
CC(=O)OCC1OC(SCc2ccccc2F)C(OC(C)=O)C(OC(C)=O)C1OC(C)=O (stereo not given),1,4,-0.1,1.0
Cc1cccnc1C(NC(=O)C1CCN(C(=O)C2CC2)CC1)c1ccccc1 (stereo not given),0,-6,0.2,-0.9
O=C(NCc1ccccc1)c1ccc(-c2ccc([N+](=O)[O-])cc2)o1,6,-2,0.0,-0.3
S=c1[nH]nc(CSCc2ccccc2Cl)n1-c1ccccc1,0,-3,0.0,-0.3
COc1ccc(NC(=O)CN(c2ccc(C)cc2)S(=O)(=O)c2ccc(OC)cc2)cc1,-3,7,-0.2,-1.4
O=C(Nc1cccc(Br)c1)C1CCN(S(=O)(=O)c2ccccc2)CC1,15,-6,0.3,1.9
COc1ccc(-n2nc(C(=O)Nc3c(F)cccc3F)c3ccccc3c2=O)cc1,-10,10,-0.1,-2.0
CC(=O)c1cccc(-c2nc(NCCO)c3ncn(-c4ccsc4)c3n2)c1,19,49*,0.1,-1.8
CCC(=O)NC(=S)NNC(=O)c1ccc(O)cc1,16,7,-0.2,-0.7
CN1C(=O)c2ccc(NC(=O)c3ccc(S(=O)(=O)N4CCc5ccccc54)cc3)cc2C1=O,-2,13,-0.2,-0.2
Cc1cccc(OCC(=O)Nc2ccc(Cc3ccc(NC(=O)COc4cccc(C)c4)cc3)cc2)c1,-6,21,0.2,-2.1
CCN(CC)C(=S)Oc1ccc(C#N)cc1,-1,1,0.2,-0.1
Cc1noc(C)c1-c1ncc(C(=O)NCCc2ccc(O)cc2)s1,0,1,0.1,-1.0
COc1ccc(-c2cnnc(NC(C)Cc3cccnc3)n2)cc1 (stereo not given),6,2,0.1,0.9
NC(=O)c1ccc(-c2cccc3c2OC(CNC(=O)C2COc4ccccc4O2)C3)nc1 (stereo not given),-1,6,-0.1,0.1
COc1ccc(C2/C(=C(\O)c3ccc(C)cc3)C(=O)C(=O)N2CCCN2CCOCC2)cc1 (stereo not given),2,1,-0.1,0.6
C/C(CC(=O)NC1C2CC3CC(C2)CC1C3)=N\NC(=O)c1ccccc1Br (stereo not given),2,-6,-0.1,0.4
COCCCNC(=O)CCC(=O)NNc1nc2ccccc2c2nc(C)nn12,7,11,0.0,-1.5
Cc1ccc(C)c(Oc2coc3cc(OC(=O)C(C)(C)C)ccc3c2=O)c1,11,0,0.1,-0.3
Cn1cnc([N+](=O)[O-])c1Sc1cn2c(n1)CCC2,11,7,0.4,-1.4
CC(=O)N1CCc2cc(C(O)CN(C)Cc3ccccc3)ccc21 (stereo not given),15,-3,0.1,-0.4
CSc1cccc(C(=O)N(CC2CCCO2)c2nc3c(C)ccc(C)c3s2)c1 (stereo not given),10,3,0.7,-1.1
CCN1CCN(C(=O)CCCCn2c(=S)[nH]c3c([nH]c4ccc(OC)cc43)c2=O)CC1,-263,-10,-0.3,-0.7
CC(=O)C1=C(O)C(=O)OC12C(=O)c1ccccc1C2=O,20,7,-0.1,-1.6

# The list goes on, starting with the last two of the part before.
molecule,MITF primary,TEAD-YAP block,FBW7 activator,GPR151 ag
CCN1CCN(C(=O)CCCCn2c(=S)[nH]c3c([nH]c4ccc(OC)cc43)c2=O)CC1,-263,-10,-0.3,-0.7
CC(=O)C1=C(O)C(=O)OC12C(=O)c1ccccc1C2=O,20,7,-0.1,-1.6
Cc1cnc(Nc2nc3ccccc3n2C)nc1NC1CC1,2,17,-0.1,-0.6
Cc1cc(=O)n(C)c(=O)n1CCCCCCN1CCCCC1,37,7,0.2,-0.8
COC(=O)c1cccc(-n2nnnc2SCC(=O)Nc2ccc(NC(C)=O)cc2)c1,-5,2,0.0,-0.8
Cc1ccc2c(c1)c(=O)c(-c1nc(-c3ccc(OC(C)C)cc3)no1)cn2C,-1,13,-0.1,1.1
Cc1ccc(C(=O)N2CCCC2)cc1S(=O)(=O)Nc1ccccc1,6,-2,-0.1,-0.2
CCCNc1nc(Nc2ccc(C(F)(F)F)cc2)ncc1C,12,-9,0.0,0.8
COC(=O)CCC(=O)Nc1ccc(C(=O)c2ccccc2)cc1,5,12,-0.2,1.2
COc1ccc(-c2[nH]ncc2-c2cnn(-c3ccccc3)c2)c(O)c1,6,8,0.5,-0.5
CCOC(=O)N1CCC(c2[nH][nH]c(=O)c2C)CC1,16,0,-0.1,-0.3
O=C(CNc1ccc(F)cc1)N/N=C/c1c[nH]c2ccccc12,7,6,0.0,2.7
Brc1c(-c2ccc3c(c2)OCO3)nc2ncccn12,12,-63,0.8,-5.0&-1.1
O=C(Cn1c(=O)[nH]c2ccccc2c1=O)N1CCN(c2ccc(Cl)cc2)CC1,0,6,0.1,0.4
CC1=C(C(=O)O)N2C(=O)C(NC(=O)c3nn(C)cc3[N+](=O)[O-])C2SC1 (stereo not given),5,0,0.0,1.7
COc1ccc(CNC(=O)CCNc2c(N3CCCC3)c(=O)c2=O)cc1,6,-5,-0.2,0.8
O=C(CNc1ccccc1)N/N=C/c1ccc2c(c1)OCO2,-9,-15,0.1,-1.2
Clc1cccc(Cl)c1/C=N/Nc1nn[nH]n1,9,3,0.0,-0.4
CCOC(=O)c1c(C)[nH]c(C(=O)CSc2nccn2C)c1C,-6,87*,-0.1,-6.7
Cc1ccc(/C=N/NC(=O)CSc2nc3ccccc3s2)s1,7,-3,-0.1,-0.4
COc1ccc(CNC(=O)c2sc3ncnc(NCc4ccco4)c3c2C)cc1,-1,5,-0.1,0.3
Cc1nc2nc(SCC(=O)Nc3ccccc3C(F)(F)F)nn2c(C)c1Cc1cccc(Cl)c1,5,-5,0.1,0.3
COc1ccc(C)cc1NC(=O)CSc1ncc(-c2ccccc2)n1C,33,0,-0.1,-0.7
O=C(CCCn1c(=S)[nH]c2cc3c(cc2c1=O)OCO3)NCc1ccccc1Cl,-1,1,-0.1,0.6
O=C(CN1C(=O)C2CCCN2C(=O)c2ccccc21)N1CCCC1 (stereo not given),-26,13,-0.2,-0.5
COC(=O)c1cc(NC(=O)c2oc3c(c2C)-c2[nH]ncc2CC3)cc(C(=O)OC)c1,0,-2,-0.1,-0.4
O=C(/C=C/Nc1nc(Oc2ccc([N+](=O)[O-])cc2)cs1)C(F)(F)F,9,-46,0.0,-0.9
C=CCOc1ccc(C2/C(=C(\O)c3ccc(OC)cc3)C(=O)C(=O)N2CCN2CCNCC2)cc1 (stereo not given),7,-3,0.0,1.6
NNC(=O)c1cccc(S(=O)(=O)Nc2cccc(C(F)(F)F)c2)c1,6,4,0.0,-1.2
COc1ccccc1CC(=O)Nc1ccccc1C(N)=O,-17,1,0.6,-1.9
COc1cccc(-c2noc(-c3ccc(OC)c(OC)c3)n2)c1,13,-51,0.3,2.9
COc1ccc(/C=N\NC(=O)CNc2ccc(C)cc2)cc1I,0,1,0.4,2.2
O=C(O)CCCN1C(=O)C(=O)/C(=C(\O)c2ccccc2)C1c1cccc(F)c1 (stereo not given),-3,-20,-0.3,1.5
O=C1OC(c2ccc(Cl)cc2Cl)=N/C1=C\c1ccccc1[N+](=O)[O-],-2,6,0.0,1.0
COc1ccc(C(=O)N2CCNC(=O)C2CC(=O)Nc2ccc(C)c(C)c2)cc1 (stereo not given),13,10,0.0,5.6*
NC(C(=O)N1CCC(Nc2ccc3[nH]ncc3c2)C1)c1ccc(F)cc1 (stereo not given),6,5,-0.5,-1.7
COc1ccc(NC(=O)CC2C(=O)N(C)C(=S)N2CCN2CCOCC2)cc1 (stereo not given),6,5,0.3,-0.9
Cc1nn(CC(=O)NC2CCCc3ccccc32)c(=O)c2cccn12 (stereo not given),7,-1,0.1,-1.8
CCN1CCN(C(=O)c2cccn2C)C(C(=O)N2CCOCC2)C1 (stereo not given),3,-13,0.1,-0.9
CC(=O)c1ccc(-c2ccc(NCCc3ccccn3)nc2)s1,-2,-62,0.4,1.6

# One compound at a time, from the list above.
# `COc1ccc(C(=O)N2CCNC(=O)C2CC(=O)Nc2ccc(C)c(C)c2)cc1` (stereo not given) reads MITF primary: 13; TEAD-YAP block: 10; FBW7 activator: 0.0; GPR151 ag: 5.6*
# `O=C(O)CCCN1C(=O)C(=O)/C(=C(\O)c2ccccc2)C1c1cccc(F)c1` (stereo not given) reads MITF primary: -3; TEAD-YAP block: -20; FBW7 activator: -0.3; GPR151 ag: 1.5
# `NC(C(=O)N1CCC(Nc2ccc3[nH]ncc3c2)C1)c1ccc(F)cc1` (stereo not given) reads MITF primary: 6; TEAD-YAP block: 5; FBW7 activator: -0.5; GPR151 ag: -1.7
